Assay outcomes (PubChem)
a7 integrin act = qHTS for Activators of Integrin-Mediated Alleviation for Muscular Dystrophy | alpha7betagal myoblasts, beta-gal FDG fluorescence, 48 h | Potency, µM (top dose mostly 38.3 µM), for the others: at the top dose activation, hits mostly activators | 350,000 compounds, 0.064% hits | AID 624291, 2012; active = well fitted activation curve with a large enough effect;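 note: 100% = response of the positive control SU9516; nearly all actives have a fitted effect of over 60% in size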
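alpha7betagal+/- myoblasts (passage 13, 250/well) treated 48 h at 37C with compounds at 1:260 dilution of DMSO stock. Lysed, then beta-galactosidase activity read as FDG fluorescence (ex 480/em 540) after 30 min, with pre-read for autofluorescence.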
* marks the source's active call; other numbers are inactive results; [ ] = another dose, or the depositor's remark. Potency is the fitted concentration of half-maximal effect. These rows are one share of the data (hit frequency here may not be typical).

The opening two compounds as a preview:
SMILES	a7 integrin act
CC1(C)OC(=O)NC1c1ccccc1 (centres undefined)	8.0%
O=S1(=O)CCN(Cc2ccccc2)CC1	5.2%

The list itself, from the start:
SMILES	a7 integrin act
CC1(C)OC(=O)NC1c1ccccc1 (centres undefined)	8.0%
O=S1(=O)CCN(Cc2ccccc2)CC1	5.2%
COc1ccc(-c2ccc(CN3C(C(C)C)C(=O)N(Cc4cn(Cc5ccco5)nn4)CCS3(=O)=O)cc2)cn1 (centres undefined)	8.5%
CCOC(=O)C1C(C(=O)OCC)C(C)(C)C1N(C)C (centres undefined)	-4.6%
CCOC(=O)CCCCCC(=O)Nc1ccc2c(c1)C(=O)N([C@@H](C)CO)C[C@H](C)[C@H](CN(C)C(=O)NC(C)C)OCCCC[C@H](C)O2	-3.1%
COc1ccc(NC(=O)Cc2csc(NC(=O)Nc3ccccc3OC)n2)cc1	6.5%
CCCCn1c(N)c(N(CCC(C)C)C(=O)c2c(CC)noc2C)c(=O)[nH]c1=O	2.4%
O=C(COC(=O)C1COc2ccccc2O1)c1ccc(F)cc1 (centres undefined)	-4.4%
COc1cccc(S(=O)(=O)N(C)C[C@@H]2Oc3ncc(C#CCN(C)C)cc3C(=O)N([C@H](C)CO)C[C@H]2C)c1	17.3%
C[C@H](O)[C@@H]1CN2CCc3c([nH]c4ccc(-c5ccc6c(c5)OCO6)cc34)[C@@H]2C[C@@H]1N(C)C(=O)NC1CCCCC1	-62.2%[inhibitor]
Cc1ccc(S(=O)(=O)N2CC3(O)CN(C(=O)OC(C)C)N(C(=O)OC(C)C)CC3(OC(=O)Nc3c(C)noc3C)C2)cc1 (centres undefined)	-9.5%
C[C@H]1Cn2cnc(C(=O)NCC(=O)OC(C)(C)C)c2C(=O)N1	20.8%
CCCCCC(=O)N1C[C@@H](n2cc(COC(=O)c3ccccc3)nn2)[C@H](O)C[C@@H]1c1ccccc1	11.2%
C#CCN(C[C@H]1[C@H](OC(=O)Nc2cccs2)[C@H](OC(=O)Nc2cccs2)C[C@H]2C(=O)N(c3ccccc3)C(=O)[C@@H]12)S(=O)(=O)c1ccc(C)cc1	-25.9%
Cc1ccc(-c2ccc(CN3C(CC(C)C)C(=O)N(Cc4cn(Cc5ccco5)nn4)CCS3(=O)=O)cc2)cc1 (centres undefined)	-10.0%
Cc1cc2c(c(C#N)c1C)NC=NC2C (centres undefined)	-16.1%
O=C(NCC(F)(F)F)c1ccc(S(=O)(=O)NCCc2ccc3c(c2)OCCO3)cc1	3.1%
Cc1ccc(/C(O)=C2\C(=O)C(=O)N(C)C2c2ccccc2)cc1 (centres undefined)	-11.5%
Cc1ccc(N(CC(=O)NC(C)(C)C)C(=O)CCC(=O)Nc2ccccn2)cc1	7.0%
Cc1ccc(NC(=O)CSc2nc3cc(C(=O)NCC4CCCO4)ccc3c(=O)n2CC2CCCO2)cc1 (centres undefined)	-19.7%
Cc1noc(C)c1NC(=O)Nc1ccc2c(c1)C(=O)N([C@H](C)CO)C[C@@H](C)[C@@H](CN(C)S(=O)(=O)c1cn(C)cn1)OCCCC[C@H](C)O2	-12.1%
Cn1c(=O)c2c(ncn2CC(=O)OCC(=O)NCc2ccc(F)cc2)n(C)c1=O	-15.1%
O=C(NC(Cc1ccccc1)C(=O)N1CCN(c2ccc(F)cc2)CC1)c1ccccc1 (centres undefined)	-12.0%
O=C(O)c1ccc(Cl)cc1NC(=O)C1CCN(S(=O)(=O)c2cccs2)CC1	9.0%
COc1ccc(CNC(=O)c2ccccc2NC(=O)C2=C(C)OCCS2)cc1	-14.2%
O=C(CSc1nc(=O)n(CCN2CCOCC2)c2c1CCCC2)Nc1ccccc1Cl	-12.3%
O=C1CCN(C(=O)c2ccccc2)c2ccccc21	-10.0%
C[C@@H]1CN([C@@H](C)CO)C(=O)CCCn2nncc2CO[C@@H]1CN(C)S(=O)(=O)c1ccccc1	16.3%
CNC(=O)C[C@H]1C(=O)N(C2CCCCC2)C[C@@H]1C	0.2%
Cc1c(-c2ccccc2)n(O)c(-c2ccc(N(C)C)cc2)[n+]1[O-]	4.7%
Cc1ccccc1/C(=N\S(=O)(=O)c1ccc(Br)cc1)Nc1ccccc1	7.0%
CCc1noc(C)c1C(=O)OCC(=O)c1ccc(NC(=O)CC(C)C)cc1	7.0%
CCC1NC(=O)c2cccnc2-n2c1nc1cc(C)cc(C)c1c2=O (centres undefined)	-6.8%
CCc1c(N=O)c(-c2ccccc2)n(O)[n+]1[O-]	-9.9%
CC(=O)c1ccc(N2CCN(C(=O)CNC(=O)c3ccc(Br)o3)CC2)cc1	0.4%
O=S1(=O)CC(N2CCCCC2)C1CN1CCCCC1 (centres undefined)	-3.7%
C[C@@H]1CNC(=O)c2c(C(=O)NCC(=O)OC(C)(C)C)ncn21	-9.0%
COc1ccc(C#Cc2cnc3c(c2)C(=O)N([C@H](C)CO)C[C@@H](C)[C@H](CN(C)C(=O)CN(C)C)O3)cc1	-13.9%
CN1CCn2cnc(C(=O)NCCCCCNC(=O)OC(C)(C)C)c2C1=O	10.3%
CCN(CC)S(=O)(=O)c1ccc(OC)c(NC(=O)c2cc([N+](=O)[O-])ccc2N2CCOCC2)c1	8.7%
C[C@@H]1CN([C@@H](C)CO)C(=O)CCCn2nncc2CO[C@H]1CN(C)Cc1ccc(Oc2ccccc2)cc1	-26.7%
O=C1NC(Cc2ccc(O)cc2)c2nc3cc(Cl)ccc3c(=O)n2-c2cc3ccccc3cc21 (centres undefined)	10.4%
Cc1cc(SCC(=O)N2c3ccccc3NC(=O)CC2C)nc2ccccc12 (centres undefined)	11.2%
O=C(NN=Cc1ccc2c(c1)CCC2)c1ccccc1O	-8.5%
COc1ccc(S(=O)(=O)NCc2ccccn2)cc1C	-17.1%
C[C@H](CO)N1C[C@H](C)[C@@H](CN(C)Cc2ccc3c(c2)OCCO3)OCc2cnnn2CCCC1=O	6.7%
Cc1csc(SCC(=O)Nc2ccc(C)c(S(=O)(=O)N(C)C)c2)n1	2.7%
COc1ccc(-n2c(=O)c(CCC(=O)N3CCN(c4cccc(OC)c4)CC3)nc3ccccc32)cc1	8.5%
Nc1nc(N)c2cc(S(=O)(=O)c3ccc4ccccc4c3)ccc2n1	-55.2%[inhibitor]
CN(C)CCCN(C(=O)c1ccc(S(=O)(=O)N2CCCCCC2)cc1)c1nc2cc3c(cc2s1)OCO3	-15.6%
Cc1csc(SCC(=O)Nc2ccc(CC#N)cc2)n1	0.6%
Cc1cc(C)c(OCC(=O)OCC(=O)NCc2ccco2)c(C)c1	-1.4%
CCCC1NC(=O)c2cccnc2-n2c1nc1cc(F)c(F)cc1c2=O (centres undefined)	-5.5%
COc1ccc(C(=O)N(C)CCOc2ccc(Cl)cc2)cc1S(=O)(=O)N1CCCC1	-5.6%
COc1ccc(NC(=O)COC(=O)CN2C(=O)C3CCCCC3C2=O)cc1 (centres undefined)	5.5%
CC(C)Oc1ccc(S(=O)(=O)N2CCCCC2)cc1NC(=O)C1=NN(c2ccccc2)C(=O)CC1	-16.1%
CCCC(CNC(C)=O)(C1=CCCCC1)c1ccccc1 (centres undefined)	4.3%
COc1cc(/C=C/C(=O)OCC(=O)N2CCCCCC2)cc(OC)c1OC	-10.2%
O=C(CN1C(=O)CSc2ccc(S(=O)(=O)N3CCOCC3)cc21)NCCc1ccccc1	-11.2%
O=c1c2ccccc2sn1-c1cccc(Cl)c1	-51.3%[inhibitor]
(continued)
SMILES	a7 integrin act
CCCCCCn1c(=O)n2n(c1=O)[C@@H]1CN(S(=O)(=O)c3ccc(C)cc3)C[C@]1(O)[C@@H](OC(=O)NC1CCCC1)C2	-6.3%
O=C1NC(=O)C(c2ccccc2)(c2ccccc2)N1S(=O)(=O)c1ccccc1	14.4%
COc1ccc(-n2c(-c3ccc(C(C)(C)C)cc3)n[nH]c2=S)c(OC)c1	-9.2%
NS(=O)(=O)c1ccc(CNC(=O)c2cc(S(=O)(=O)N3CCOCC3)ccc2N2CCCC2)cc1	8.3%
C[C@H]1CN([C@@H](C)CO)C(=O)CCCn2cc(nn2)CO[C@@H]1CN(C)S(=O)(=O)c1cccc(F)c1	7.7%
CCOC(=O)Nc1ccc2c(c1)N(C(=O)CN(C)C)c1ccccc1S2	-4.5%
COc1ccc(S(=O)(=O)N(C)C[C@@H]2OCCCC[C@H](C)Oc3ccc(NC(=O)Nc4ccc(C(F)(F)F)cc4)cc3C(=O)N([C@H](C)CO)C[C@H]2C)cc1	4.7%
CCOc1ccc(Oc2ccccc2NC(=O)CCc2nc3ccccc3c(=O)[nH]2)cc1	25.5%
CCOc1ccc(C(=O)CCC(=O)NN2CCCCC2)cc1	3.6%
O=C(CN1C(=O)c2cccc([N+](=O)[O-])c2C1=O)N1CCc2ccccc2C1	-2.3%
O=C(C1CCCCC1)N1C[C@@H](n2cc(-c3ccc(F)cc3)nn2)[C@H](O)C[C@@H]1c1ccccc1	3.4%
Cc1ccc([C@@H]2C[C@H]3[C@@H](CN2S(=O)(=O)c2ccc(Cl)cc2)C(=O)C[C@@H](c2ccc(C)cc2)N3S(=O)(=O)c2ccc(Cl)cc2)cc1	6.5%
CC1C2CCC(C2)C1OC(=O)c1ccccc1C(=O)O (centres undefined)	-7.2%
CCC1=C(NCc2ccccc2)COC1=O	8.0%
COc1cc(/C=N/Nc2nc(C)cc(C)n2)ccc1O	-2.1%
N#Cc1ncn(C2OC(CO)C(O)C2O)c1N (centres undefined)	24.2%
COc1ccc(CC(=O)O/N=C(\N)c2ccncc2)cc1OC	2.5%
COc1ccc(S(=O)(=O)N2CCC(C(=O)N[C@@H](C)C(=O)NCc3ccccn3)CC2)cc1	-5.0%
O=C(O)C(Cc1ccccc1)N1C(=O)C2C3CCC(C3)C2C1=O (centres undefined)	8.4%
O=C(CC(CC(=O)c1ccccc1)c1ccco1)c1ccccc1	-17.7%

A run of entries from the list above, as a working copy:
SMILES	a7 integrin act
N#Cc1ncn(C2OC(CO)C(O)C2O)c1N (centres undefined)	24.2%
COc1ccc(CC(=O)O/N=C(\N)c2ccncc2)cc1OC	2.5%

Going on with the list.
SMILES	a7 integrin act
O=S1(=O)CCN(C2CC2)CC1	-20.7%
COc1cc2c3c(cccc3c1)C(=O)N(CCN1CCCC1)C2=O	-62.0%[inhibitor]
[O-][n+]1ccc(CC(O)(C(F)(F)F)C(F)(F)F)cc1	2.0%
O=C(C1CC(=O)N(c2ccc(F)c(Cl)c2)C1)N1CCOCC1 (centres undefined)	6.9%
Cc1cccc(OCC(=O)N2CCc3ccccc3C2)c1C	-9.7%
COc1cc(NCCCCC(C)N)c2nccc(C)c2c1 (centres undefined)	-51.3%[inhibitor]
CCc1cc(-c2nnn(CCC3COCCO3)c2CC)ccc1-c1cn(CCc2c[nH]c3ccccc23)nn1 (centres undefined)	-14.6%
COc1ccc(S(=O)(=O)N(C)C[C@H]2OCCCC[C@H](C)Oc3ccc(N(C)C)cc3C(=O)N([C@H](C)CO)C[C@@H]2C)cc1	4.5%
COc1cccc(C(=O)N2CCN(Cc3nc(-c4ccoc4)oc3C)CC2)c1	-7.0%
Cc1nc2ccc(Cl)cn2c1[N+](=O)[O-]	4.9%
Cc1ccc(CN2CCC[C@]3(N[C@H](c4ccc(C(F)(F)F)cc4)[C@@H]4C(=O)N(C)C(=O)[C@@H]43)C2=O)cc1	-25.1%
COc1ccc(-c2ccc(CN3C(CC(C)C)C(=O)N(Cc4cn(Cc5ccco5)nn4)CCS3(=O)=O)cc2)cc1OC (centres undefined)	-4.5%
COc1ccc(C#Cc2cnc3c(c2)C(=O)N([C@H](C)CO)C[C@H](C)[C@@H](CN(C)C(=O)Nc2cccc(OC)c2)O3)cc1	-10.5%
CCN1CCN(c2nc3c(c(=O)[nH]c(=O)n3C)n2Cc2cccc(C)c2)CC1	-15.4%
O=C(CCn1cccn1)N1CCCC(Nc2ccc(F)c(F)c2)C1 (centres undefined)	22.6%
CCN(CC(=O)Nc1c(F)cccc1F)C(=O)c1ccc(OC)c(S(=O)(=O)NC2CCCC2)c1	9.8%
Cc1nc(C(=O)N2CCCC(N3CCN(c4ccc(F)cc4)CC3)C2)cs1 (centres undefined)	7.1%
CN1C(=O)CCS(=O)(=O)C1c1ccc(Cl)c(Cl)c1 (centres undefined)	3.3%
O=C(c1ccc(CS(=O)c2ccc(Br)cc2)o1)N1CCN(C2CCCCC2)CC1 (centres undefined)	1.0%
O=C(Nc1cccc(C(=O)O)c1)/C(=C\c1cccc([N+](=O)[O-])c1)NC(=O)c1ccc(Br)cc1	-0.5%

Part of the list above, bar-delimited:
Structure | a7 integrin act
Cc1nc2ccc(Cl)cn2c1[N+](=O)[O-] | 4.9%
Cc1ccc(CN2CCC[C@]3(N[C@H](c4ccc(C(F)(F)F)cc4)[C@@H]4C(=O)N(C)C(=O)[C@@H]43)C2=O)cc1 | -25.1%
COc1ccc(-c2ccc(CN3C(CC(C)C)C(=O)N(Cc4cn(Cc5ccco5)nn4)CCS3(=O)=O)cc2)cc1OC (centres undefined) | -4.5%
COc1ccc(C#Cc2cnc3c(c2)C(=O)N([C@H](C)CO)C[C@H](C)[C@@H](CN(C)C(=O)Nc2cccc(OC)c2)O3)cc1 | -10.5%
CCN1CCN(c2nc3c(c(=O)[nH]c(=O)n3C)n2Cc2cccc(C)c2)CC1 | -15.4%
O=C(CCn1cccn1)N1CCCC(Nc2ccc(F)c(F)c2)C1 (centres undefined) | 22.6%
CCN(CC(=O)Nc1c(F)cccc1F)C(=O)c1ccc(OC)c(S(=O)(=O)NC2CCCC2)c1 | 9.8%

(next part)
SMILES	a7 integrin act
Cc1cc(C)cc(C(=O)NCC(=O)OCC(=O)N2CCCC2)c1	-10.1%
CN1CCn2cnc(C(=O)Nc3ccc(CNC(=O)OC(C)(C)C)cc3)c2C1=O	12.0%
O=C(COC(=O)C1CCC1)Nc1cc(S(=O)(=O)N2CCOCC2)ccc1Cl	4.8%
Cc1noc(C)c1C(=O)OCC(=O)Nc1cccc(F)c1	3.2%
O=C(N/C=C/n1cnc2cc(C(F)(F)F)ccc21)c1ccc(F)cc1	-19.7%
O=C1[C@H]2[C@@H](c3ccc(C(F)(F)F)cc3)N[C@]3(CCCN(Cc4ccccc4)C3=O)[C@H]2C(=O)N1Cc1ccccc1	11.1%
